APOBEC3G inh – APOBEC3G (human) deaminase inhibition. Q9HC16. AID 493012. 330,000 compounds, 0.28% hits. recombinant A3G, ssDNA deamination FAM/TAMRA fluorescence. inhibition, % at 20 µM;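 active = inhibition of at least 40% at 20 µM, with no more than 30% in the related APOBEC3A deaminase screen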;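 also: plate controls were DMSO wells with A3G for no effect and wells lacking A3G enzyme for full effect; some compounds called inactive have numbers as strong as hits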
Target sequence (Q9HC16 whole entry, looked up): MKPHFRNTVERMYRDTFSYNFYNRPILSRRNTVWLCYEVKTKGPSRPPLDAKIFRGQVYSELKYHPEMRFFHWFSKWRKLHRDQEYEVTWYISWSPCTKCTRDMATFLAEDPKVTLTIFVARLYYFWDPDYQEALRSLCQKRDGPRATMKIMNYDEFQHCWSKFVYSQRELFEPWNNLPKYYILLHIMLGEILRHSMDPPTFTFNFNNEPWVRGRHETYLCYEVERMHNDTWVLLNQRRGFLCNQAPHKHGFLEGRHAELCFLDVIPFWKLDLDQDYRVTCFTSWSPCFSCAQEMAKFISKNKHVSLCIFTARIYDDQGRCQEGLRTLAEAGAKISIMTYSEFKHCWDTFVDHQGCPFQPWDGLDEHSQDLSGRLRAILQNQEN
mIAP block – blocks mouse intestinal alkaline phosphatase; purified mouse IAP, CDP-Star luminescence, 30 min; inhibition, % at 10 µM; 330,000 compounds, 0.2% hits;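 active = inhibition of at least 40% at 10 µM in the primary screen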;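 also: plate controls were DMSO with enzyme for no effect and no enzyme wells for full effect; values of inactives mirror those of a sister screen read the other way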
MIN6 prolif – MIN6 beta-cell proliferation induction; proliferation, % at 10 µM; MIN6 cells proliferation, ATPlite luminescence, 48 h; cells starved in 0.2% serum; 100% = growth in 10% serum; 330,000 compounds, 0.29% hits;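 active = compounds whose signal lies at least 3.5 SD above the mean of all wells on their plate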;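 also: 0% = DMSO-treated cells in low-serum medium and 100% = 10% serum control; some compounds called inactive have numbers as strong as hits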
mIAP activ – mouse IAP activation; 330,000 compounds, 0.24% hits; AID 2805; activation factor at 10 µM; muIAP, CDP-Star luminescence, 30 min; active compounds read high; 1 = vehicle-only enzyme signal, 0 = enzyme-free wells;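 active = activation factor of at least 2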; also: the source names both 10 and 20 µM as test concentration; values of inactives mirror those of a sister screen read the other way
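System: Mouse IAP enzyme | Also added: CDP-Star substrate | Dosing: Compounds dispensed in DMSO | Schedule: 30 min enzyme-substrate-compound incubation at room temperature | Technique: Chemiluminescence readout | Control set: DMSO-only wells and no-enzyme negative control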
APOBEC3A inh – human APOBEC3A DNA deaminase inhibition; 330,000 compounds, 0.41% hits; inhibition, % at 20 µM; recombinant A3A, FAM/TAMRA ssDNA deamination fluorescence;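 active = at least 40% inhibition at 20 µM here, with at most 30% in a related deaminase screen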;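 also: plate controls were A3A with DMSO for no effect and wells lacking A3A enzyme for full effect; some results filed as inactive read as strong as hits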
Target sequence (P31941 whole entry, looked up): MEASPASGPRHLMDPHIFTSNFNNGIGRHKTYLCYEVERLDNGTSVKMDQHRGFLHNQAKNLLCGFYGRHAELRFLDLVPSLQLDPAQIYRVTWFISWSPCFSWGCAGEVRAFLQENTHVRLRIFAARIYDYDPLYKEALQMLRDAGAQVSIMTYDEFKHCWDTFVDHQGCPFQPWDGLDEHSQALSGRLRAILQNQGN
hIAP block – blocks human intestinal alkaline phosphatase | P09923 | purified IAP, CDP-Star luminescence, 30 min | inhibition, % at 10 µM | 330,000 compounds, 0.12% hits | AID 2544;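 active = inhibition reaching a set limit with compound at 10 µM in the primary screen, cut at about 35% in these data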;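 also: plate controls were DMSO wells with enzyme for no effect and no-enzyme buffer wells for full effect; values of inactives mirror those of a sister screen read the other way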
TIM10 inh – inhibits growth of TIM10 yeast strain | S. cerevisiae TIM10 strain growth, BacTiter-Glo luminescence, 24 h | inhibition, % at 10 µM | 330,000 compounds, 1.4% hits | AID 463195;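 active = inhibition of 40% or more at the single tested concentration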;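 also: wild-type TIM10 isogenic control strain grown at permissive 25 °C; 0% = DMSO yeast wells and 100% = minimal medium wells without yeast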
NLRP3 yeast inh – blocks the NALP3 inflammasome reconstituted in yeast. Yeast reconstituted NLRP3/ASC/caspase-1, beta-gal luminescence, 24 h. inhibition, % at 10 µM. 330,000 compounds, 0.39% hits. AID 2825;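 active = inhibition of 50% or more; inactive = inhibition below 50%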;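 also: plate controls were induced DMSO wells for no effect and uninduced yeast grown without galactose for full effect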
tim10-1 inh – growth inhibitors of tim10-1 mutant yeast; S. cerevisiae tim10-1 ts strain growth, BacTiter-Glo, 24 h; 330,000 compounds, 2.2% hits; inhibition, % at 20 µM; AID 463190;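 active = inhibition of at least 40%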;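 also: mutant grown at 25 °C; 0% = DMSO wells with yeast and 100% = wells holding no yeast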
* hit, by the source's call; / = not tested or not shown.

SMILES	APOBEC3G inh	mIAP block	MIN6 prolif	mIAP activ	APOBEC3A inh	hIAP block	TIM10 inh	NLRP3 yeast inh	tim10-1 inh
CCc1ccc(NC(=O)COC(=O)CCc2nc3cc(S(=O)(=O)N(CC)CC)ccc3n2C)cc1	-2	-18	0	1.2	-5	-13	19	8	16
O=C(CN1C(=O)S/C(=C\C=C\c2ccccc2)C1=O)N1CCCCC1	-5	2	-4	0.98	1	-4	-9	6	15
COC(=O)c1cc(NS(=O)(=O)c2ccc(N3CCOCC3)c(N)c2)cc(C(=O)OC)c1	-10	2	0	0.98	0	-2	-10	10	19
CC(C)=C[C@@H]1C[C@H](C)[C@H]2CC[C@H](C)c3c(O)c(O)c(C)c1c32	-9	-6	-7	1.1	0	-4	16	22	30
CC(Oc1ccc(/C=N/NC(=O)Cc2cccc3ccccc23)cc1)C(=O)O (stereo not given)	-5	-1	-4	1	1	1	-4	7	4
Cc1ccc(-c2cc(-c3ccc(F)cc3)c(C#N)c(N)n2)o1	-9	6	-6	0.94	-5	-11	15	30	28
CC(NC(=O)c1ccco1)C(=O)N(C)Cc1ccc(C(F)(F)F)cc1 (stereo not given)	-2	0	0	0.99	1	3	-6	28	4
N#Cc1cccc(C(=O)OCc2cccc(S(=O)(=O)N3CCOCC3)c2)c1	-10	-1	0	1	-5	0	-1	23	17
COc1ccc(CC(=O)Nc2ccc3c(C)cc(=O)oc3c2)cc1OC	-6	-2	0	1	6	-4	-3	9	10
CCn1c2ccccc2c2cc(CN3CCN(S(=O)(=O)Cc4ccccc4)CC3)ccc21	-9	-1	0	1	-6	9	-4	7	4
COc1ccccc1NS(=O)(=O)c1cccc(C(=O)N/N=C/c2ccc3c(c2)OCCO3)c1	-7	-11	0	1.1	-2	-6	-11	6	-1
O=C(c1cccc(Oc2ccc([N+](=O)[O-])cc2Cl)c1)N1CCCCC1	9	2	-1	0.98	0	12	23	24	34
COc1ccc(N2CCN(C(=O)CNC(=O)c3ccco3)CC2)cc1	-6	-5	5	1.1	1	0	5	13	6
CC(C)OCCCNc1ncnc2c1[nH]c1ccccc12	-5	-26	-6	1.3	0	-16	17	3	3
COc1nc(C)cc(C)c1S(=O)(=O)c1ccccc1	-2	-14	1	1.1	-1	14	-13	18	5
CCCn1c2c(c(O)c(C(=O)NCCCN(CC)CC)c1=O)CCCC2	-2	7	2	0.93	-1	3	17	-2	5
CN(C)S(=O)(=O)c1cc(NC(=O)CN2C(=O)NC3(CCCc4ccccc43)C2=O)ccc1Cl (stereo not given)	-4	-8	0	1.1	-1	7	-1	0	17
O=C(COc1ccc(Cl)cc1)Nc1ccc(N2CCN(C(=O)c3ccco3)CC2)cc1	-2	-5	-2	1	-4	16	-1	10	-14
O=C(Nc1ccccn1)C(NS(=O)(=O)c1cccc2nsnc12)c1ccccc1 (stereo not given)	2	2	-2	0.98	2	8	16	23	10
O=C(OCc1cccc([N+](=O)[O-])c1)c1ccncc1	-4	5	-3	0.95	0	-15	2	-13	19

Random excerpt: five entries already listed.
SMILES	APOBEC3G inh	mIAP block	MIN6 prolif	mIAP activ	APOBEC3A inh	hIAP block	TIM10 inh	NLRP3 yeast inh	tim10-1 inh
COc1ccc(N2CCN(C(=O)CNC(=O)c3ccco3)CC2)cc1	-6	-5	5	1.1	1	0	5	13	6
CN(C)S(=O)(=O)c1cc(NC(=O)CN2C(=O)NC3(CCCc4ccccc43)C2=O)ccc1Cl (stereo not given)	-4	-8	0	1.1	-1	7	-1	0	17
CCCn1c2c(c(O)c(C(=O)NCCCN(CC)CC)c1=O)CCCC2	-2	7	2	0.93	-1	3	17	-2	5
O=C(c1cccc(Oc2ccc([N+](=O)[O-])cc2Cl)c1)N1CCCCC1	9	2	-1	0.98	0	12	23	24	34
COc1nc(C)cc(C)c1S(=O)(=O)c1ccccc1	-2	-14	1	1.1	-1	14	-13	18	5

Other compounds:
SMILES	APOBEC3G inh	mIAP block	MIN6 prolif	mIAP activ	APOBEC3A inh	hIAP block	TIM10 inh	NLRP3 yeast inh	tim10-1 inh
CCCOc1ccccc1-c1nc(SCCC(=O)O)n[nH]1	-6	6	0	0.94	-6	-4	-14	14	9
CC(C)NC(=O)C1CCN(C2CCN(Cc3nc4ccccc4s3)CC2)CC1	-1	3	-2	0.97	3	0	0	19	-2
O=C(c1ccc2c(=O)n(Cc3ccccc3Cl)c(=S)[nH]c2c1)N1CCCC1	-4	8	-4	0.92	-5	11	9	26	-2
Cc1ccc(C(=O)N/C(=C/c2cccnc2)C(=O)NCc2ccco2)cc1	-7	9	4.7*	0.91	-3	10	2	-1	8
N=C1SC(CC(=O)Nc2ccc([N+](=O)[O-])cc2)C(=O)N1c1ccccc1 (stereo not given)	-5	2	-2	0.98	-4	-6	57*	-3	-9
COc1ccc(CNC(=O)COC(=O)c2ccc3c(c2)OCCO3)cc1	-3	-2	-1	1	1	10	-13	21	-9
CC(NC(=O)COC(=O)c1ccc2c(=O)n3c(nc2c1)CCCCC3)c1ccccc1 (stereo not given)	-6	5	0	0.95	-3	5	-11	14	-15
O=C(O)CCCCCN1C(=O)C(O)=C(C(=O)/C=C/c2ccccc2)C1c1ccc2c(c1)OCO2 (stereo not given)	-4	26	-3	0.74	-3	0	-12	19	-23
Nc1nc(NCCOCCO)nc(Nc2cccc(F)c2)c1[N+](=O)[O-]	-5	7	-4	0.93	6	13	12	17	-1
CCOC(=O)C1=NN(c2ccc(OC)cc2)C(c2ccccc2)CC1=O (stereo not given)	-5	2	-2	0.98	-5	5	-3	8	30
COc1ccc(O)c(-c2cc(-c3cccs3)[nH]n2)c1	-3	-2	-1	1	0	-10	37	32	43*
O=c1c2ccccc2nc2n1C(CSc1ccc(Cl)cc1)CN2 (stereo not given)	-6	0	-1	1	-4	17	-8	-3	-10
O=C(c1ccc(COc2ccccc2[N+](=O)[O-])o1)N1CCCCC1	0	2	-2	0.97	2	-8	4	16	17
Cc1cc2oc(=O)cc(-c3ccccc3)c2c(C)c1-c1ccc(OC(F)(F)F)cc1	1	13	/	0.87	4	/	0	/	9
CCC(=O)Nc1cccc(NC(=O)c2cc3ccccc3o2)c1	-2	2	-3	0.98	-1	-15	-3	26	-16
O=C(NC1CCCCC1)N1CCNCC1	0	2	-3	0.98	1	-5	2	14	1
c1ccc(C2C3=C(Nc4ncnn42)c2ccccc2CCC3)cc1 (stereo not given)	-3	-6	-1	1.1	-3	-11	6	19	8
CC(C)NC(=O)N(C)C[C@H]1Oc2ccc(NC(=O)c3ccncc3)cc2C(=O)N([C@H](C)CO)C[C@@H]1C	-3	-21	0	1.2	-1	-1	-6	2	1
COC(CNc1ncnc2c1cnn2C)OC	-6	6	-4	0.94	-2	2	9	-10	12
Nc1nc(SCC(=O)N2CCN(S(=O)(=O)c3ccc(Cl)cc3)CC2)n[nH]1	-11	-1	0	1	0	2	3	11	-4

Entries listed so far marked active in TIM10 inh:
| SMILES | APOBEC3G inh | mIAP block | mIAP activ | APOBEC3A inh | hIAP block | TIM10 inh | NLRP3 yeast inh |
| --- | --- | --- | --- | --- | --- | --- | --- |
| N=C1SC(CC(=O)Nc2ccc([N+](=O)[O-])cc2)C(=O)N1c1ccccc1 (stereo not given) | -5 | 2 | 0.98 | -4 | -6 | 57* | -3 |

(continued)
SMILES	APOBEC3G inh	mIAP block	MIN6 prolif	mIAP activ	APOBEC3A inh	hIAP block	TIM10 inh	NLRP3 yeast inh	tim10-1 inh
Cc1cc(C)c(OCC(=O)N2CCN(c3ncc(C(F)(F)F)cc3Cl)CC2)c(C)c1	-5	11	-6	0.89	-1	-35	21	5	34
Cc1cc(=O)oc2cc(OCC(=O)N3CCOCC3)c(Cl)cc12	-2	7	1	0.93	2	-5	12	-5	1
COc1ccc2nc(-c3ccco3)c(-c3ccco3)nc2c1	83	38	-3	0.61	92	0	19	15	12
CC(CCc1ccccc1)NC(=O)COC(=O)c1cccc2ccccc12 (stereo not given)	-6	-2	-4	1	-2	-5	-19	19	9
CCCCCCNC(=O)C(C#N)c1nc2ccccc2nc1N1CCCC1 (stereo not given)	-7	13	-2	0.87	-6	10	5	4	2
CC1CCC(NC(=O)c2cc3c(s2)CCCC3)CC1 (stereo not given)	-2	-13	-3	1.1	-1	-2	16	41	22
CCN(CC)c1ccc(/C=N/OCC(=O)N2CCCc3ccccc32)cc1	1	3	-2	0.97	1	6	21	-5	36
C/C(=N\N1CCN(c2ccccc2)CC1)c1ccc(O)cc1	-2	5	0	0.95	4	-19	2	26	20
COc1cc(CNc2ccc3[nH]c(=O)[nH]c3c2)ccc1OCc1ccc(C)cc1	-6	0	0	1	-4	-10	18	15	24
O=[N+]([O-])c1ccc(CSc2nnc(SCc3ccccc3)s2)cc1	-2	9	-5	0.91	-1	-15	12	10	32
O=C(CSc1nc2ccccc2c(=O)n1CC1CCCO1)NCc1ccccc1 (stereo not given)	-8	2	4	0.98	-4	2	1	10	0

Already shown: an excerpt of the list.
SMILES	APOBEC3G inh	mIAP block	MIN6 prolif	mIAP activ	APOBEC3A inh	hIAP block	TIM10 inh	NLRP3 yeast inh	tim10-1 inh
Cc1cc(C)c(OCC(=O)N2CCN(c3ncc(C(F)(F)F)cc3Cl)CC2)c(C)c1	-5	11	-6	0.89	-1	-35	21	5	34
Cc1cc(=O)oc2cc(OCC(=O)N3CCOCC3)c(Cl)cc12	-2	7	1	0.93	2	-5	12	-5	1
COc1ccc2nc(-c3ccco3)c(-c3ccco3)nc2c1	83	38	-3	0.61	92	0	19	15	12
CC(CCc1ccccc1)NC(=O)COC(=O)c1cccc2ccccc12 (stereo not given)	-6	-2	-4	1	-2	-5	-19	19	9
CCCCCCNC(=O)C(C#N)c1nc2ccccc2nc1N1CCCC1 (stereo not given)	-7	13	-2	0.87	-6	10	5	4	2
CC1CCC(NC(=O)c2cc3c(s2)CCCC3)CC1 (stereo not given)	-2	-13	-3	1.1	-1	-2	16	41	22
CCN(CC)c1ccc(/C=N/OCC(=O)N2CCCc3ccccc32)cc1	1	3	-2	0.97	1	6	21	-5	36
